Menin MLL FP TR – displaces Texas Red mutant MLL peptide from human menin | O00255 | Menin + Texas Red MLL mutant peptide, fluorescence polarization | Potency, µM (top dose mostly 61.6 µM), inactives show at the highest dose FP activity change, negative = inhibition, usual class: inhibitors | hit rate 0.23% among 270,000 | AID 1768; active means well fitted inhibition curve with a large enough effect in the polarisation, with a control signal flat, not every such curve was filed as active; inconclusive means small, poorly fitted or top-dose-only effect, or effect the other way, or a change in a side signal; inactive means no such curve, though single readings can be large or run the other way; the % refers to the polarisation; further: potency means the concentration at half of the fitted maximal effect; % of control where 0% means no effect; many of its hits are not listed in these tables
B2AR arrestin – agonists driving beta-arrestin recruitment to human beta2-adrenergic receptor; P07550; beta-arrestin recruitment to beta2AR, cell-based reporter; Potency, µM (series often up to 46.1 µM), inactives show at the highest dose activation, actives largely listed as activators; hit rate 0.02% among 330,000; AID 492947;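 further: potency means the concentration at half of the fitted maximal effect; 0% = DMSO controls and full agonism = EC100 isoproterenol or metaproterenol; nearly all actives have a fitted effect of over 65% in size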
Target sequence (P07550 whole entry, looked up): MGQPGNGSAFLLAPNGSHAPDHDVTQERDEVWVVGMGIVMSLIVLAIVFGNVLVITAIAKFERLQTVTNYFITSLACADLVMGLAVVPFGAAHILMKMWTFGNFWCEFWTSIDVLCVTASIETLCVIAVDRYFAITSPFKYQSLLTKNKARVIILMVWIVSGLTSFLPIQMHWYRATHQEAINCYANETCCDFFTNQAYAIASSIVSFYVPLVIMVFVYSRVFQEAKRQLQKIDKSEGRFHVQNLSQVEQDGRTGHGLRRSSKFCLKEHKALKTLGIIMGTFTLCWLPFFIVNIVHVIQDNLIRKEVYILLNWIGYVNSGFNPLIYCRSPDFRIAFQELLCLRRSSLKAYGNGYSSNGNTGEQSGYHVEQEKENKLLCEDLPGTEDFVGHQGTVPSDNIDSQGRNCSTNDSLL
Giardia kill – Giardia lamblia killing | Giardia lamblia trophozoite viability | activity change, % at 7.66 µM, hits read low | hit rate 0.15% among 340,000; in the data active means activity change below about -80%; inconclusive means between about -30% and that limit;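 further: parasites exposed to compound for two days anaerobically before the ATP read; on the % scale 0 is the no-effect control and ±100 the full control effect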
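Anaerobic 48 hrs incubation at 37 deg C of 100 trophozoites/well with test compounds; ATPLite 1-Step luminescence, 15-30 min RT, reports cellular ATP as viability.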
TSG101-PTAP inh – blocks PTAP/TSG101 interaction to inhibit HIV-1 budding | Q99816 | 340,000 tested, under 10 active | Potency, µM (doses to about 115 µM), inactives show at the top dose activity change, negative = inhibition, actives largely listed as inhibitors | AID 493005 | Fluorescence polarization, FITC-PTAP peptide / Tsg101 binding; active means well fitted inhibition curve with a large enough effect in the main read-out, with a control signal flat, not every such curve was filed as active; inconclusive means small, poorly fitted or top-dose-only effect, or effect the other way, or a change in a side signal; inactive means no such curve, though single readings can be large or run the other way; further: potency means the concentration at half of the fitted maximal effect; % of control where 0% means no effect
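Compounds were pin-transferred onto Tsg101 binding domain (10 uM final) in HEPES pH 7.5 buffer, then FITC-PTAP peptide was added at 50 nM final. After 20 min at RT, polarization reported peptide displacement across a qHTS concentration series.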
GALK inh – inhibitors of human galactokinase | P51570 | Potency, µM (top dose mostly 57.5 µM), without a hit: at the top dose activity change, negative = inhibition, usual class: inhibitors | hit rate 0.007% among 270,000 | Purified GALK, Kinase-Glo residual ATP luminescence; further: potency means the concentration at half of the fitted maximal effect; on the % scale 0 is the no-effect control and ±100 the full control effect
Target sequence (P51570 whole entry, looked up): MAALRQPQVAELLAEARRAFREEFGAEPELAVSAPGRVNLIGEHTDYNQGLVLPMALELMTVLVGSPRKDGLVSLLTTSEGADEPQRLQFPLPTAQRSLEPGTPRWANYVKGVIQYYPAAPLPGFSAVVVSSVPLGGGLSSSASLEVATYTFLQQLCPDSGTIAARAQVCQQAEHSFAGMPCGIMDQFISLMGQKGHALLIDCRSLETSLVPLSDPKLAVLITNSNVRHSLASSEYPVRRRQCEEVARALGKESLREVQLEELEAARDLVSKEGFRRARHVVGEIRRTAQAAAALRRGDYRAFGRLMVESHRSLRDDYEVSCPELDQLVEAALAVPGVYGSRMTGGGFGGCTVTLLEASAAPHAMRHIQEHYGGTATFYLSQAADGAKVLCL
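Luminescence from leftover ATP (Ultra-Glo luciferase/luciferin) served as read-out after a 1 h room-temperature reaction of 5 nM GALK with 35 uM ATP and 100 uM galactose.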
Integrin act MD – activators of alpha7 integrin expression for muscular dystrophy; alpha7betagal myoblasts, beta-gal FDG fluorescence, 48 h; Potency, µM (highest dose often 38.3 µM), for inactives: at the highest dose activation, most hits filed as activators; hit rate 0.064% among 350,000; AID 624291;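 further: potency means the concentration at half of the fitted maximal effect; 100% = response of the positive control SU9516; nearly all actives have a fitted effect of over 60% in size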
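Alpha7betagal+/- myoblasts (passage 13) were plated 16-24 hr, then exposed to compounds (1:260 dilution of DMSO stock) for 48 hours at 37C. After MPER lysis, β-galactosidase reporter activity was read as FDG fluorescence (ex 480/em 540) after 30 minutes.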
ASM inhibitor – blocks human secretory acid sphingomyelinase. P17405. hit rate 0.006% among 340,000. placental ASM, HMU-PC fluorogenic substrate, 60 min. Potency, µM (series often up to 57.5 µM), for the others: at the top dose activity change, negative = inhibition, actives largely listed as inhibitors. AID 504937; further: potency means the concentration at half of the fitted maximal effect
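HMU-PC0 cleavage (9 uM final) by human placental ASM, 60 min at 37 °C following 10 min compound exposure at RT; stopped at pH 10, fluorescence Ex 386/Em 447 nm.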
Tb PFK block – blocks T. brucei phosphofructokinase | AID 485367 | O15648 | hit rate 0.17% among 330,000 | Potency, µM (top dose mostly 57.5 µM), for inactives: at the top dose activity, negative = inhibition, hits mostly inhibitors | T. brucei PFK, ADP-Glo luminescence;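 further: potency means the concentration at half of the fitted maximal effect; 0% = uninhibited 1x PFK enzyme wells and -100% = no-enzyme wells; nearly all actives have a fitted effect of over 60% in size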
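1.25 nM PFK with 0.5 mM F6P and 0.1 mM ATP in 0.1 M TEA pH 8.0, 5 mM MgCl2, incubated 45 min at room temperature; ADP measured by ADP-Glo luminescence; compounds titrated up to 57 uM.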
Coupling enz – counter-screen for Giardia aldolase inhibitors: coupling enzyme system; coupling enzyme system counterscreen, AmpLite Red fluorescence; activity change, negative = inhibition, % at 58.2 µM, hits read low; hit rate 0.67% among 290,000; AID 2472; in the data active means activity change below about -30%; further: on the % scale 0 is the no-effect control and ±100 the full control effect
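Final compound at 57.5 uM, incubated 10 min at RT with coupling enzyme reagent (glyceraldehyde-3-phosphate), then 20 min with substrate and AmpLite Red detection. Fluorescence read at 525/598 nm; tests interference with the coupling assay, not aldolase inhibition.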
PKM2 activator – PKM2 (human) enzyme activation; P14618; purified PKM2, Kinase-Glo ATP luminescence, activation; response scale: 0% is enzyme alone, no compound; Potency, µM (highest dose often 57.5 µM), without a hit: top-dose activation, most hits filed as activators; hit rate 0.34% among 260,000; AID 1631; further: potency means the concentration at half of the fitted maximal effect; on the % scale 0 is the no-effect control and ±100 the full control effect; nearly all actives have a fitted effect of over 55% in size
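Purified hPK-M2 (>95% pure) converted ADP (0.1 mM final) to ATP with 0.5 mM PEP in 50 mM imidazole pH7.2, KCl, MgCl2, Tween 20, BSA; 1 h at room temperature. ATP detected by Kinase-Glo luminescence.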
BCR signal inh – inhibitors of chronic active B-cell receptor signaling | hit rate 0.05% among 340,000 | AID 493014 | Potency, µM (titrated, usually from 46.1 µM), for inactives: at the highest dose ratio change, negative = lower green/red ratio, actives largely listed as inhibitors | ABC-DLBCL IkBa-CBG/CBR reporter, luminescence ratio, 4 h; active means well fitted inhibition curve with a large enough effect in the signal ratio, with a control signal flat, not every such curve was filed as active; inconclusive means small, poorly fitted or top-dose-only effect, or effect the other way, or a change in a side signal; the % refers to the signal ratio;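 further: potency means the concentration at half of the fitted maximal effect; plate controls were basal doxycycline-induced cells for no effect and cells given 10 µM MG132 for full effect; MG132 reads +100%, hits lower the ratio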
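Cell line TMD8 (human ABC DLBCL), stably expressing tet-inducible CBG68-IkBa fusion and CBR; IMDM/0.5% FBS; cpd up to 46 uM; dox induction, 4 h, 37C/5% CO2; dual luminescence; green/red ratio; MG132 control.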
Numbers without * were called inactive; [ ] = another dose, or the depositor's remark. Unless noted, the call rests on the fitted dose curve; in most records, active means well fitted curve in the direction sought with a large enough effect; inconclusive means small, poorly fitted or top-dose-only effect, or another doubt; inactive means no such curve, though single readings can be large; an effect the other way counts as inactive or inconclusive.

Results for CC(C)(C)c1ccc(OCCCC(=O)N2CCOCC2)cc1 ?
Menin MLL FP TR: 1%; B2AR arrestin: -0.2%; Giardia kill: -3; TSG101-PTAP inh: -3%; GALK inh: 4%; Integrin act MD: inconclusive; ASM inhibitor: -1%; Tb PFK block: -1%; Coupling enz: 2; PKM2 activator: -3%; BCR signal inh: -20%

How did Cc1ccc(S(=O)(=O)N(C)C)cc1-n1c(SCC(=O)Nc2ccc(F)cc2)nc2ccccc2c1=O do in these assays?
Menin MLL FP TR: 4%; B2AR arrestin: -0.1%; Giardia kill: -6; TSG101-PTAP inh: -4%; GALK inh: 0%; Integrin act MD: 7%; ASM inhibitor: -12%; Tb PFK block: 7%; Coupling enz: 0; PKM2 activator: -16%; BCR signal inh: 13%

What do the screens show for `COc1ccc(CN2CC(=O)N3[C@H]4c5ccc(OC)cc5OC[C@@H]4[C@H](c4ccccc4)[C@]3(C)C2=O)cc1`?
B2AR arrestin: -0.5%; Giardia kill: 12; TSG101-PTAP inh: 2%; Integrin act MD: 34%; ASM inhibitor: -11%; Tb PFK block: 1%; BCR signal inh: -5%

What do the screens show for `N=C1c2ccccc2CN1NC(=O)c1cccc(S(=O)(=O)N2CCOCC2)c1`?
Menin MLL FP TR: -1%; B2AR arrestin: -0.2%; Giardia kill: 0; TSG101-PTAP inh: -2%; GALK inh: 3%; Integrin act MD: -13%; ASM inhibitor: 4%; Tb PFK block: 3%; Coupling enz: 0; PKM2 activator: -6%; BCR signal inh: inconclusive

Results for COc1ccc(-c2oc3ccccc3c2C(=O)OCc2ccccc2)cc1 ?
Menin MLL FP TR: 22%; B2AR arrestin: 0.4%; Giardia kill: 6; TSG101-PTAP inh: -2%; Integrin act MD: 13%; ASM inhibitor: 38%[activator]; Tb PFK block: 0%; Coupling enz: -1; PKM2 activator: 1%; BCR signal inh: inconclusive

Results for CCOC(=O)C(C(C)=O)=C1SC2CS(=O)(=O)CC2S1 (stereo not given) ?
Menin MLL FP TR: -1%; B2AR arrestin: 0.2%; Giardia kill: 10; TSG101-PTAP inh: -1%; GALK inh: 7%; Integrin act MD: -12%; ASM inhibitor: 3%; Tb PFK block: 0%; Coupling enz: 7; PKM2 activator: -4%; BCR signal inh: 0%

Results for Cc1ccc(/C(O)=C2\C(=O)C(=O)N(C)C2c2ccc([N+](=O)[O-])cc2)cc1 (stereo not given) ?
Menin MLL FP TR: 1%; B2AR arrestin: 0.1%; Giardia kill: -6; TSG101-PTAP inh: 2%; GALK inh: -1%; Integrin act MD: -2%; ASM inhibitor: 0%; Tb PFK block: 0%; Coupling enz: 6; PKM2 activator: -3%; BCR signal inh: 9%

Results for CCOC(=O)CC1C(=O)NCCN1S(=O)(=O)c1ccc(OC)cc1 (stereo not given) ?
Menin MLL FP TR: 8%; B2AR arrestin: 0.0%; Giardia kill: -7; TSG101-PTAP inh: -1%; GALK inh: 1%; Integrin act MD: inconclusive; ASM inhibitor: 3%; Tb PFK block: 0%; Coupling enz: 3; PKM2 activator: 6%; BCR signal inh: 6%

How did CCOC(=O)n1c(=O)n(Cc2ccc(Cl)c(Cl)c2)c2ccccc21 do in these assays?
Menin MLL FP TR: 0%; B2AR arrestin: -1.4%; Giardia kill: 7; TSG101-PTAP inh: -11%; GALK inh: -2%; Integrin act MD: 4%; ASM inhibitor: -20%; Tb PFK block: 3%; Coupling enz: 3; PKM2 activator: -14%; BCR signal inh: -25%

Results for COc1ccc(NC(=S)NC(=O)/C=C/c2ccco2)cc1 ?
Menin MLL FP TR: -13%; B2AR arrestin: 3.3%; Giardia kill: -7; TSG101-PTAP inh: -1%; GALK inh: -3%; Integrin act MD: -15%; ASM inhibitor: -2%; Tb PFK block: -9%; Coupling enz: 2; PKM2 activator: 8%; BCR signal inh: inconclusive

What do the screens show for `O=C(O)CCCCNCc1ccccc1`?
Menin MLL FP TR: 14%; B2AR arrestin: -0.4%; Giardia kill: 7; TSG101-PTAP inh: -8%; GALK inh: -3%; Integrin act MD: 9%; ASM inhibitor: 2%; Tb PFK block: -2%; Coupling enz: 6; PKM2 activator: -13%; BCR signal inh: inconclusive

Results for O=c1c2nncn2c2cc(C(F)(F)F)ccc2n1CCNc1ncc(C(F)(F)F)cc1Cl ?
B2AR arrestin: -0.2%; Giardia kill: 6; TSG101-PTAP inh: 0%; GALK inh: -2%; Integrin act MD: 5%; ASM inhibitor: -2%; Tb PFK block: 2%; Coupling enz: -3; PKM2 activator: 3%; BCR signal inh: -1%

Results for CC(C)(C)c1ccc(C2C(C#N)=C(N)Oc3n[nH]c(-c4cccnc4)c32)cc1 (stereo not given) ?
B2AR arrestin: 5.0%; Giardia kill: -30; TSG101-PTAP inh: -2%; GALK inh: -1%; Integrin act MD: -15%; ASM inhibitor: 4%; Tb PFK block: 3%; Coupling enz: 0; PKM2 activator: 0%; BCR signal inh: -5%

Results for CC(C)C12CN3CC(C(C)C)(CN(C1)C31C(=O)Nc3ccccc31)C2=O (stereo not given) ?
Menin MLL FP TR: 0%; B2AR arrestin: -0.1%; Giardia kill: 3; TSG101-PTAP inh: -7%; GALK inh: -3%; Integrin act MD: -7%; ASM inhibitor: 0%; Tb PFK block: -4%; Coupling enz: -3; PKM2 activator: -5%; BCR signal inh: 10%

What do the screens show for `O=C(CSc1nnc(Cc2ccccc2)o1)Nc1ccc(Br)cn1`?
Menin MLL FP TR: -10%; B2AR arrestin: -0.2%; Giardia kill: 10; TSG101-PTAP inh: -3%; GALK inh: 0%; Integrin act MD: -5%; ASM inhibitor: 2%; Tb PFK block: 0%; Coupling enz: 0; PKM2 activator: -1%; BCR signal inh: 9%

What do the screens show for `CS(=O)(=O)N1CCN(C2C3CC4CC(C3)CC2C4)CC1` (stereo not given)?
Menin MLL FP TR: -26%; B2AR arrestin: -0.2%; Giardia kill: 9; TSG101-PTAP inh: -11%; GALK inh: 1%; Integrin act MD: 16%; ASM inhibitor: 4%; Tb PFK block: -15%; Coupling enz: 1; PKM2 activator: -14%; BCR signal inh: 10%

What do the screens show for `Nc1nc(SCC(=O)Nc2ccc3c(c2)CCC3)n[nH]1`?
Menin MLL FP TR: -3%; B2AR arrestin: -0.3%; Giardia kill: 9; TSG101-PTAP inh: 1%; GALK inh: 0%; Integrin act MD: 20%; ASM inhibitor: 0%; Tb PFK block: 1%; Coupling enz: 2; PKM2 activator: -4%; BCR signal inh: -1%

How did Cc1cc(C)c(NC(=O)CSCc2nc3sc(C)c(C)c3c(=O)[nH]2)c(Cl)c1 do in these assays?
B2AR arrestin: 0.1%; Giardia kill: 6; TSG101-PTAP inh: 14%; Integrin act MD: -23%; ASM inhibitor: 12%; Tb PFK block: 0%; BCR signal inh: 3%

Results for Clc1ccccc1-c1nnc2sc(-c3ccc4c(c3)OCO4)nn12 ?
Menin MLL FP TR: -11%; B2AR arrestin: -0.4%; Giardia kill: -2; TSG101-PTAP inh: -6%; GALK inh: 2%; Integrin act MD: -16%[7.66 µM]; ASM inhibitor: -9%; Tb PFK block: -4%; Coupling enz: 6; PKM2 activator: 11%; BCR signal inh: inconclusive

What do the screens show for `COc1cccc(N2C(=O)CC(NNc3nc4ccccc4s3)C2=O)c1` (stereo not given)?
B2AR arrestin: 0.6%; Giardia kill: 15; TSG101-PTAP inh: -3%; GALK inh: -3%; Integrin act MD: 14%; ASM inhibitor: -2%; Tb PFK block: 2%; Coupling enz: 2; PKM2 activator: -1%; BCR signal inh: 3%

What do the screens show for `O=[N+]([O-])c1ccc(CSc2nc3ncc(Br)cc3[nH]2)cc1`?
B2AR arrestin: -0.3%; Giardia kill: 10; TSG101-PTAP inh: -7%; GALK inh: 1%; Integrin act MD: 22%; ASM inhibitor: 3%; Tb PFK block: 1%; Coupling enz: -1; PKM2 activator: 0%; BCR signal inh: inconclusive

How did COc1ccc(C2=NOC(C(=O)NCc3ccc(F)cc3)C2)cc1OC (stereo not given) do in these assays?
Menin MLL FP TR: 0%; B2AR arrestin: -0.3%; Giardia kill: 20; TSG101-PTAP inh: -3%; GALK inh: 1%; Integrin act MD: -22%; ASM inhibitor: -2%; Tb PFK block: -11%; Coupling enz: 3; PKM2 activator: 3%; BCR signal inh: inconclusive

Results for COc1ccccc1N=Cc1c(C)[nH]n(-c2ccc(C)cc2C)c1=O ?
Menin MLL FP TR: 0%; B2AR arrestin: 0.3%; Giardia kill: -5; TSG101-PTAP inh: 1%; GALK inh: 1%; Integrin act MD: -13%; ASM inhibitor: -5%; Tb PFK block: 2%; Coupling enz: -5; PKM2 activator: 9%; BCR signal inh: 16%

Only part of the results is shown; the hit share may differ from the screen's.
